FUS suppressor – qHTS for Suppressors of FUS Proteinopathy: Primary screen using FUS-linked yeast assay. Potency, µM (top dose mostly 76.6 µM), for inactives: at the highest dose growth rescue (activation), actives largely listed as activators. S. cerevisiae FUS-expressing, growth rescue, OD600, 24 h. AID 1347120, 2019. actives 0.24% (n = 390,000);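 note: potency is the fitted concentration of half-maximal effect; plate controls were DMSO vehicle for no effect and reference control for full effect; nearly all actives have a fitted effect of over 55% in size; some results filed as inactive show a strong effect at the top dose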
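Restored growth of FUS-toxic S. cerevisiae, read as 600 nm absorbance after 24 h at 30C in galactose medium (starting OD 0.005). Controls CP55940 and DMSO.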
TDP-43 yeast inh – qHTS of TDP-43 Inhibitors | actives 1.8% (n = 410,000) | AID 652104, 2013 | TDP-43 expressing yeast growth rescue, BacTiter-Glo, 24 h | Potency, µM (series often up to 46.1 µM), without a hit: at the top dose growth rescue (activation), most hits filed as activators; note: potency is the fitted concentration of half-maximal effect; % of control where 0% means no effect; nearly all actives have a fitted effect of over 50% in size
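Yeast cells expressing TDP-43 under galactose induction are exposed to compounds for 24 hr at 30 deg C. BacTiter-Glo luminescence measures growth, so protective compounds score as activators.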
pAkt inh – HTS Assay for Inhibitors of Akt Phophorylation: Primary Screen. activity change, % for hits at 50 µM. Neuro2A IGF-stimulated pAkt S473 HTRF, 20 min; active compounds read low. actives 0.32% (n = 360,000). AID 651550, 2012; in the data active = activity change below about -80%; inconclusive = mostly about -51% to -80%; note: % is set by controls: 0 for no effect and ±100 for the full control effect
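Neuro2A cells in DMEM with 0.5% FBS, overnight at 37 deg C, given compound at single 50 µM final, then IGF (6 nM final) for 20 min at 37 deg C. Lysed; phospho-Akt Ser473 by HTRF after 24 h, 665/615 ratio.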
PTHR1 agonist – qHTS for PTHR1 Agonists: Primary Screen. Potency, µM (doses to about 115 µM), without a hit: at the top dose activation, actives largely listed as activators. actives 0.075% (n = 410,000). Parathyroid hormone/parathyroid hormone-related peptide receptor (Homo sapiens), Q03431. AID 743266, 2014. HEK293 GP2 PTHR1 cells, GloSensor cAMP luminescence, 1 h; note: potency is the fitted concentration of half-maximal effect; nearly all actives have a fitted effect of over 55% in size; some results filed as inactive show a strong effect at the top dose; inactives centre near -15; many of its hits are not listed in these tables
Target sequence (Q03431 whole entry, looked up): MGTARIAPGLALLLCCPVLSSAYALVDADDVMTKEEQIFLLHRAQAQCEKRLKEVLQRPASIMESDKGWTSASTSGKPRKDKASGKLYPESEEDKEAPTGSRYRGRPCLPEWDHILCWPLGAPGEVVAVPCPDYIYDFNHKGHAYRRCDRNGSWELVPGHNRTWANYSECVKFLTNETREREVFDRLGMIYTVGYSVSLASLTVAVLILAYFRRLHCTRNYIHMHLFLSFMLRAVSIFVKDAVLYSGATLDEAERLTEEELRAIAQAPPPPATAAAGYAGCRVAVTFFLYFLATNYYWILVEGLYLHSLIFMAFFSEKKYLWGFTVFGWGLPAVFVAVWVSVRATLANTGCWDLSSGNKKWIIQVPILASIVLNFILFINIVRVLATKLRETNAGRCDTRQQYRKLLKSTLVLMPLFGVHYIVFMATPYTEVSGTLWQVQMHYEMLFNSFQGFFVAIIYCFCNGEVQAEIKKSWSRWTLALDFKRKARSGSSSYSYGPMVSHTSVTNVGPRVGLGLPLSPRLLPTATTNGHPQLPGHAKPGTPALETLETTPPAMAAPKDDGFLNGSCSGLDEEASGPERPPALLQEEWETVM
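HEK-293-derived GP2 cells expressing PTHR1 and a GloSensor cAMP reporter, 3,000/well, plated overnight, given luciferin plus IBMX (each 0.5 mM as added) for 1 h at 37 °C, then compound for 1 h at 37 °C. Luminescence was read after 15 min at room temperature.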
aSyn yeast inh – qHTS of alpha-syn Inhibitors | Yeast expressing alpha-synuclein, growth rescue, BacTiter-Glo, 24 h | actives 0.14% (n = 370,000) | AID 652106, 2013 | Potency, µM (top dose mostly 46.1 µM), without a hit: at the highest dose growth rescue (activation), hits mostly activators; note: potency is the fitted concentration of half-maximal effect; % of control where 0% means no effect; nearly all actives have a fitted effect of over 65% in size
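Rescue of yeast growth: cells expressing toxic alpha-synuclein, induced in galactose at OD600 0.02, incubated with compound 24 h at 30 C. ATP luminescence quantified growth; inhibitors of toxicity appear as activators.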
Abeta rescue – qHTS for compounds that reverse cellular toxicity of Amyloid beta (A-beta) peptide in yeast: Primary Screen | actives 0.063% (n = 410,000) | AID 1347071, 2019 | yeast expressing A-beta42, growth rescue, OD600, 48 h; response scale: 0% DMSO, 100% iron-clioquinol control | Potency, µM (highest dose often 46.1 µM), inactives show at the highest dose growth rescue, hits mostly activators; note: potency is the fitted concentration of half-maximal effect; nearly all actives have a fitted effect of over 55% in size
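Yeast growth medium received pinned compounds, then yeast cells expressing toxic A-beta were added; plates incubated at 30 C for 48 hr. Growth read as absorbance at 600 nm, normalized to DMSO and equimolar FeCl3 plus clioquinol controls.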
GLP-1R agonist – qHTS of GLP-1 Receptor Agonists. Glucagon-like peptide 1 receptor (Homo sapiens), P43220. HEK293 GLP-1R CRE-luciferase, luminescence, 4-6 h; cells express a hypersensitive GLP-1R form. Potency, µM (doses to about 45.6 µM), for inactives: at the top dose activation, usual class: activators. actives 0.007% (n = 380,000). AID 624172, 2012; note: potency is the fitted concentration of half-maximal effect; % of control where 0% means no effect
DRD3 antagonist – qHTS of D3 Dopamine Receptor Antagonist: qHTS; AID 652054, 2013; D3R cells, DiscoveRx beta-arrestin luminescence, antagonist mode; active compounds read low; max response, negative = inhibition, %; actives 2.5% (n = 360,000); D(3) dopamine receptor (Homo sapiens), P35462; in the data active = max response below about -50%; inconclusive = no clear call, values can overlap the other calls; note: % is set by controls: 0 for no effect and ±100 for the full control effect; mostly tested at two doses, the higher about 12 µM
Target sequence (P35462 whole entry, looked up): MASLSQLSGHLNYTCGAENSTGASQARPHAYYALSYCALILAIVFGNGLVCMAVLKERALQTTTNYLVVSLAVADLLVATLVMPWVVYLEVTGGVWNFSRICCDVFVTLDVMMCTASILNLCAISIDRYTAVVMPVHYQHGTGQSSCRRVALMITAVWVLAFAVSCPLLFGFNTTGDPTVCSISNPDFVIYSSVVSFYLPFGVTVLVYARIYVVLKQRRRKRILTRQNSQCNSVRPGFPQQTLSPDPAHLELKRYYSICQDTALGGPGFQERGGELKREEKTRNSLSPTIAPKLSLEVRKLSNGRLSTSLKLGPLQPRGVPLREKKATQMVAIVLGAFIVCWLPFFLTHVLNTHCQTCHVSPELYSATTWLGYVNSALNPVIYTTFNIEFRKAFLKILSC
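Cells expressing the human receptor were seeded at 1500 cells/well, incubated overnight at 37 degrees C in 5% CO2, then exposed to library compounds with dopamine controls for 90 minutes at 37 degrees C before luminescent detection.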
GLP-1R inv ag – qHTS of GLP-1 Receptor Inverse Agonists (Inhibition Mode). HEK293 GLP-1R CRE-luciferase, luminescence, 24 h; GLP-1R form is constitutively active. Potency, µM (titrated, usually from 38.3 µM), inactives show at the highest dose activity change, negative = inhibition, usual class: inhibitors. actives 1.6% (n = 410,000). AID 624417, 2012; note: potency is the fitted concentration of half-maximal effect; % is set by controls: 0 for no effect and ±100 for the full control effect; nearly all actives have a fitted effect of over 55% in size
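HEK293 cells stably co-expressing constitutively active GLP-1R and a cAMP-responsive luciferase reporter were seeded in DMEM with 10% Nu serum, given compounds after 12 h, and incubated 24 h at 37 deg C. Luminescence was then read.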
Starred values were filed as active, the others as inactive; i = inactive; ? = inconclusive; . = not tested or not shown; & = joins results of further samples; ! = a repeat was not active; [ ] = dose if it differs, or a comment. Unless noted, calls come from the whole dose curve; as a rule, active = well fitted curve in the direction sought with a large enough effect; inconclusive = small, poorly fitted or top-dose-only effect, or another doubt; inactive = no such curve, though single readings can be large; an effect the other way counts as inactive or inconclusive. Some of the compounds tested. The share of hits here may be higher or lower than overall.

The first three entries (preview)
#	structure	FUS suppressor	TDP-43 yeast inh	pAkt inh	PTHR1 agonist	aSyn yeast inh
1	C/C(=N/NC(=O)c1cccc(Br)c1)C1CC2CCC1C2 (configuration not stated)	-14%	4%	i	i	-3%
2	Cc1cc(C)cc(NC(=O)CSc2nc3c(oc4ccccc43)c(=O)n2-c2ccccc2)c1	31%	5%	i	-19%	1%
3	Cc1ccccc1-n1c(-c2ccoc2C)n[nH]c1=S	.	?	i	27%	0%

#	Abeta rescue	GLP-1R agonist	DRD3 antagonist	GLP-1R inv ag
1	10%	0%	24	5%
2	18%	-11%	-19	-36%
3	3%	-1%	11	-14%

The listing, previewed entries included:
#	structure	FUS suppressor	TDP-43 yeast inh	pAkt inh	PTHR1 agonist	aSyn yeast inh
1	C/C(=N/NC(=O)c1cccc(Br)c1)C1CC2CCC1C2 (configuration not stated)	-14%	4%	i	i	-3%
2	Cc1cc(C)cc(NC(=O)CSc2nc3c(oc4ccccc43)c(=O)n2-c2ccccc2)c1	31%	5%	i	-19%	1%
3	Cc1ccccc1-n1c(-c2ccoc2C)n[nH]c1=S	.	?	i	27%	0%
4	O=C(CCC(=O)N1CCN(S(=O)(=O)c2ccc3ccccc3c2)CC1)Nc1cc(Cl)cc(Cl)c1	?	13%	i	-18%	13%
5	COc1ccc2cc(CCNS(=O)(=O)c3c(C)cc(C)cc3C)c(=O)[nH]c2c1	21%	-15%	i	-18%	1%
6	CC(=O)c1cc(-c2ccccc2)n(CCC(=O)NC(C)(C)C)c1C	11%	-24%[0.397 µM]	i	-51%	2%
7	CCOC(=O)[C@]12CCCC=C1N(CCc1ccc(OC)c(OC)c1)C(=O)[C@H](CC(=O)N1CCCCC1)C2	35%	11%	i	-3%	4%
8	CCN1CCC(O)(/C=C/c2ccc(C(C)C)cc2)C(C(=O)/C=C/c2ccc(C(C)C)cc2)C1 (configuration not stated)	.	19%	i	-18%	-30%[inhibitor]
9	CSc1ccc(C#N)cc1NC(=O)c1ccc(Cl)cc1Cl	.	?	i	-32%[inhibitor]	1%
10	O=C(c1ccncc1)N1CCN(S(=O)(=O)c2cccc(C(F)(F)F)c2)CC1	-10%	21%	i	i	2%

#	Abeta rescue	GLP-1R agonist	DRD3 antagonist	GLP-1R inv ag
1	10%	0%	24	5%
2	18%	-11%	-19	-36%
3	3%	-1%	11	-14%
4	7%	-3%	12	?
5	5%	4%	8	7%
6	-1%	6%	-11	4%
7	-10%	.	7	-9%
8	-56%[inhibitor]	-2%	-66*	?
9	-4%	-10%	37	-18%
10	-3%	1%	-7	-10%

Continuation.
#	structure	FUS suppressor	TDP-43 yeast inh	pAkt inh	PTHR1 agonist	aSyn yeast inh
11	O=C(CSc1nc(-c2ccccc2)ns1)NCC1CCCO1 (configuration not stated)	-10%	13%	i	-32%	-2%
12	Cc1ccc(NC(=O)CCN2C(=O)c3ccccc3Sc3ncccc32)cc1	20%&-8%	2%&0%	i	50µM*!	4%
13	CCn1cc(C(=O)OCC(=O)Nc2cccc(S(=O)(=O)N3CCOCC3)c2)c(=O)c2ccc(C)nc21	26%	-6%	.	i	7%
14	CCC(=O)N1CCc2cc(Br)cc(S(=O)(=O)N3CCCC(C(=O)NCc4ccc(F)cc4)C3)c21 (configuration not stated)	?	1%	.	-15%	.
15	COC(=O)C1=C(C(=O)OC)[C@@H]2N(C)c3ccccc3[C@@]23C[C@@H](CO)N(C(=O)C2CCC2)C3=N1	?	-20%	i	-8%	0%
16	CCN(CC)CCNC(=O)c1ccc(NC(=O)c2ccc(Cl)c(S(=O)(=O)N3CCCCCC3)c2)cc1	?	12%	i	-7%	2%
17	COC(=O)N/N=C\c1cc2c(cc1Br)OCO2	16%	-24%	i	i	-2%
18	Cn1ccnc1C1CCCCN1Cc1nc(-c2ccc(Cl)cc2)no1 (configuration not stated)	-9%	17%	i	-11%	0%
19	CC[C@]12c3[nH]c4ccccc4c3CCN1C(=O)C(CC(=O)NCCC1=CCCCC1)C[C@@H]2C(=O)N1CCN(C(=O)C2CC2)CC1 (some centres not stated)	20%	6%	i	i	-2%
20	Cc1ccc(C(C)C)c(OCC(=O)N2CCOCC2)c1	-1%	-4%	i	17%[57.5 µM]	-1%

#	Abeta rescue	GLP-1R agonist	DRD3 antagonist	GLP-1R inv ag
11	-4%	19%	-6	3%
12	23%&4%	0%	-9	-30%&11%
13	-12%	-1%	?	2%
14	-3%	1%	.	3%
15	-29%	3%	-53*	21%
16	-9%	?	?	4µM*
17	-15%	5%	-15	0%
18	-6%	12%	-5	-12%
19	-5%	5%	0	13%
20	3%	-8%	0	-16%

(cont.)
#	structure	FUS suppressor	TDP-43 yeast inh	pAkt inh	PTHR1 agonist	aSyn yeast inh
21	O=C(NN1CCOCC1)c1cccc(COc2cccc(Br)c2)c1	0%	-7%	i	-9%	8%
22	CCOC(=O)C(=O)Nc1cc([N+](=O)[O-])ccc1C	.	6%	i	-11%	0%
23	CCN(C(=O)COC(=O)CNC(=O)C12CC3CC(CC(C3)C1)C2)C1CCS(=O)(=O)C1 (configuration not stated)	-15%	0%	i	-3%	-7%
24	O=C(NCC(c1cccnc1)N1CCc2ccccc21)c1ccc(F)cc1 (configuration not stated)	-13%	0%	.	i	.
25	COc1ccc(-c2ccccc2)c2oc(-c3ccco3)cc(=O)c12	2%	-10%	i	i	-22%
26	CCCC(=O)Nc1sc(C)c(C)c1C#N	5%	-2%	i	-25%	-1%
27	CC(=O)Nc1ccccc1C(=O)C(=O)Nc1ccc(C(=O)NCC2CCCO2)cc1 (configuration not stated)	9%	-15%	i	i	-4%
28	Cc1ccc(S(=O)(=O)NNC(=O)c2sc(NS(=O)(=O)c3ccccc3)nc2C)cc1	38%	8%	i	-6%	2%
29	Cc1cc(N2C(=O)c3ccc(C(=O)Nc4ccc(CC(=O)O)cc4)cc3C2=O)no1	9%	-21%	i	i	-7%
30	O=C(Cc1nc2ccccc2[nH]c1=O)c1ccccc1	-2%	?	i	-10%	1%

#	Abeta rescue	GLP-1R agonist	DRD3 antagonist	GLP-1R inv ag
21	-15%	14%	1	-26%
22	1%	-15%	-12	7%
23	3%	2%	-7	9%
24	-8%	.	.	-16%
25	-26%	-1%	72	101%[activator]
26	-11%	10%	11	0%
27	-6%	8%	0	17%
28	5%	-1%	0	-2%
29	24%	-1%	-6	21%
30	-20%	2%	14	15%

Remaining list, next part:
#	structure	FUS suppressor	TDP-43 yeast inh	pAkt inh	PTHR1 agonist	aSyn yeast inh
31	CCOC(=O)c1sc(NC(=O)CSc2nnc(C(C)C)n2CC)nc1C	22%	-5%	i	-6%[57.5 µM]	-1%
32	CCOc1ccccc1C1C(C#N)=C(N)Oc2cc(C)n(C)c(=O)c21 (configuration not stated)	16%	-14%	i	14%[57.5 µM]	10%
33	O=C(Cn1c(=O)[nH]c2ccccc2c1=O)Nc1ccc2c(c1)OCO2	9%	0%	i	-18%	-5%
34	CCN(CC(=O)Nc1c(F)cccc1F)C(=O)CCOc1ccccc1	1%	6%	i	-7%	0%
35	O=C(/C=C/c1ccc(Br)cc1)c1ccc(NC2=NCCCS2)cc1	8%	-24%	i	-93%[inhibitor]	2%
36	Cc1ccc(C)c(/C=C(\C(=O)O)c2ccc(S(=O)(=O)N3CCCCC3)s2)c1	37%	-18%	i	5%	-5%
37	Cc1ccc(-c2noc(CCC(=O)NCC3CCCO3)n2)cc1 (configuration not stated)	38%	-20%	i	i	-2%
38	CCOc1ccc(CNC(=O)c2cnc3sc(N4CCCCCC4)nn3c2=O)cc1OC	8%	2%	.	?	.
39	NC(Cc1ccc(F)cc1)c1csc(Nc2ccc(C(F)(F)F)cn2)n1 (configuration not stated)	13%	4%	i	-24%	-40%[inhibitor]
40	COc1cc(C)ccc1OCCSc1nnc(-c2cccs2)o1	27%	?	.	i	.

#	Abeta rescue	GLP-1R agonist	DRD3 antagonist	GLP-1R inv ag
31	-3%	10%	-23	30%
32	1%	-1%	-10	-4%
33	-15%	2%	3	17%
34	19%	0%	-13	-8%
35	-20%	-4%	-55*	5µM*
36	-11%	-1%	-17	-9%
37	-7%	-11%	-5	9%
38	-11%	.	.	7%
39	-12%	-4%	14	?
40	-8%	.	.	-15%

Next structures.
#	structure	FUS suppressor	TDP-43 yeast inh	pAkt inh	PTHR1 agonist	aSyn yeast inh
41	COc1ccc(NC(=O)Cn2ccc(C(F)(F)F)n2)cc1S(=O)(=O)N1CCOCC1	15%	-25%	i	i	-7%
42	O=C(Nc1cccc(S(=O)(=O)N2CCCCC2)c1)c1c2c(nc3ccccc13)CCN(Cc1ccccc1)C2	?	0%	i	i	1%
43	COc1cc(-c2nc(-c3ccccc3)c(-c3ccc(Br)cc3)[nH]2)cc(OC)c1O	?	16%[9.22 µM]	.	i	.
44	CCc1ccc(NC(=O)C2CCN(S(=O)(=O)c3ccc4c(c3)NC(=O)CO4)CC2)cc1	25%	1%	i	-45%[inhibitor]	-2%
45	O=C(CCCc1ccccc1)NCCS(=O)(=O)N1CCN(c2ccccc2)CC1	-22%	-10%	i	-28%	3%

#	Abeta rescue	GLP-1R agonist	DRD3 antagonist	GLP-1R inv ag
41	6%	5%	-13	1%
42	-6%	7%	8	?
43	11%	.	.	11µM*
44	-3%	-4%	-13	?
45	-5%	1%	-12	-21%

Compound activity: PubChem, National Center for Advancing Translational Sciences (NCATS)
